HCMV inh: human cytomegalovirus inhibition; HFF cells, HCMV-luciferase reporter, 72 h; stronger effect = lower value; activity change, negative = inhibition, % at 57.5 µM; 4.5% of 410,000 active; in the data active = activity change below about -60%; inconclusive = no clear call, values can overlap the other calls; inactive = above about -39%; note: % is set by controls: 0 for no effect and ±100 for the full control effect
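Two compound doses tested in HFFs infected with HCMV-luciferase, MOI 1 PFU/cell, 72 h at 37C. Lysate luminescence read with OneGlo; data normalized against buffer-only and 10uM Salinomycin inhibitor controls.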
AmpC no deterg: blocks E. coli AmpC beta-lactamase in detergent-free assay. P00811. AmpC nitrocefin hydrolysis, absorbance 480 nm, 0.0001% Triton. Potency, µM (doses to about 57.1 µM), for the others: top-dose activity change, negative = inhibition, actives largely listed as inhibitors. 0.52% of 330,000 active. AID 485341;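 note: potency is the fitted concentration of half-maximal effect; plate controls were no compound for no effect and no enzyme for full effect; nearly all actives have a fitted effect of over 20% in size; some results filed as inactive show a strong effect at the top dose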
Target sequence (P00811 whole entry, looked up): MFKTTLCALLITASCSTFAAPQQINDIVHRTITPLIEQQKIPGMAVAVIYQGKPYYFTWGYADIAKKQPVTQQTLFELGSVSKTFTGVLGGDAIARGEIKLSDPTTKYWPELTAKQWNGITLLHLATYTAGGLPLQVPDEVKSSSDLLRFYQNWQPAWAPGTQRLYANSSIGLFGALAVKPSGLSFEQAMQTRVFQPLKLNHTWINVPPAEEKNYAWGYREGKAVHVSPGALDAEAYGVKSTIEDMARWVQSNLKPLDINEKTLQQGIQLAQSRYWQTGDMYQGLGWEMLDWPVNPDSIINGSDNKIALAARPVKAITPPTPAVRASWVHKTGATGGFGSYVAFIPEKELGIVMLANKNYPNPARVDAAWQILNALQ
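AmpC (5.3 nM in the dispensed reagent) in 20 mM phosphate pH 7.0 with 0.01% (detergent screen) or 0.0001% Triton X-100 was preincubated with compounds for 15 min at room temperature. Nitrocefin was then added from an 800 uM solution, and hydrolysis was followed at 480 nm.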
AmpC inh detg: AmpC beta-lactamase inhibition with detergent present; P00811; AmpC hydrolysis of nitrocefin, absorbance 480 nm, 0.01% Triton; Potency, µM (series often up to 114 µM), for the others: at the highest dose activity change, negative = inhibition, most hits filed as inhibitors; 0.041% of 370,000 active; AID 485294;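 note: potency is the fitted concentration of half-maximal effect; 0% = no-compound wells and -100% = no-enzyme wells; nearly all actives have a fitted effect of over 25% in size; some results filed as inactive show a strong effect at the top dose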
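AmpC (5.3 nM in the dispensed reagent) in 20 mM phosphate pH 7.0 with 0.01% (detergent screen) or 0.0001% Triton X-100 was preincubated with compounds for 15 min at room temperature. Nitrocefin was then added from an 800 uM solution, and hydrolysis was followed at 480 nm.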
Shiga inhibitor: blocks Shiga toxin action in Vero cells; inhibition, % at 38.7 µM; Vero cells, Shiga toxin protein synthesis inhibition reporter; 9.2% of 290,000 active; in the data active = inhibition mostly above about 28%, no sharp cut-off; inactive = mostly below about 43%; note: 0% is about no effect
AMA1 RON2 block: disrupts binding of P. falciparum AMA1 to RON2; 0.2% of 360,000 active; Potency, µM (series often up to 58.2 µM), for inactives: top-dose activity change, negative = inhibition, most hits filed as inhibitors; AlphaScreen AMA1-biotinylated RON2 peptide binding;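 note: potency is the fitted concentration of half-maximal effect; 0% = vehicle wells and -100% = peptide control; nearly all actives have a fitted effect of over 45% in size; some results filed as inactive show a strong effect at the top dose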
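AMA1 (3D7) with his tag at 25 nM final met compounds first, then biotinylated RON2 peptide at 25 nM; detection used donor plus acceptor beads, 10 µg/mL apiece, read by AlphaScreen after 30 min at room temperature.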
Giardia FBPA inh: Giardia lamblia aldolase inhibition; purified Giardia FBPA; Potency, µM (doses to about 59.6 µM), inactives show at the highest dose activity, negative = inhibition, usual class: inhibitors; 0.71% of 290,000 active; note: potency is the fitted concentration of half-maximal effect; % is set by controls: 0 for no effect and ±100 for the full control effect; nearly all actives have a fitted effect of over 55% in size
Target sequence (A8B2U2 whole entry, looked up): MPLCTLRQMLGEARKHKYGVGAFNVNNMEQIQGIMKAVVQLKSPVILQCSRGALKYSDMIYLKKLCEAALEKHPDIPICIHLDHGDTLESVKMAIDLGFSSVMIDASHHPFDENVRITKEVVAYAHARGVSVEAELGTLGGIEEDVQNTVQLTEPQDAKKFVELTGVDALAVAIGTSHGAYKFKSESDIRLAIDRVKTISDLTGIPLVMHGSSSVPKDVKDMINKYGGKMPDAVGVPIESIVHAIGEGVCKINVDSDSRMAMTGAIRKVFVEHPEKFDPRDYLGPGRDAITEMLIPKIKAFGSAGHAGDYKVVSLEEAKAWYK
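Giardia FBPA (40 nM reagent) was preincubated 10 min at RT with compound (up to 57.5 uM final), then substrate plus GAPDH/TPI/NAD/arsenate coupling system with diaphorase/resazurin was added; resorufin fluorescence (525/598 nm) was read after 20 min.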
CHX counter: counter-screen hit for Shiga toxin inhibitors, cycloheximide. cell reporter, cycloheximide protein synthesis inhibition counterscreen. max response, %. 12% of 300,000 active. AID 2314; in the data active = max response mostly above about 13%, no sharp cut-off; inactive = mostly below about 14%; note: read at 38.3 µM for the half of the compounds with a filed dose; 0% is about no effect
* marks the source's active call; other numbers are inactive results; u = inconclusive; x = no result given; & = joins results of further samples; [ ] = another dose, or the depositor's remark. Unless noted, calls come from the whole dose curve; as a rule, active = well fitted curve in the direction sought with a large enough effect; inconclusive = small, poorly fitted or top-dose-only effect, or another doubt; inactive = no such curve, though single readings can be large; an effect the other way counts as inactive or inconclusive. Compounds as they come; about 16% have a hit in one of these screens.

Field names – A = HCMV inh; B = AmpC no deterg; C = AmpC inh detg; D = Shiga inhibitor; E = AMA1 RON2 block; F = Giardia FBPA inh; G = CHX counter
CCCN(CCC)S(=O)(=O)c1cc(CN2C(=O)c3cccnc3C2=O)ccc1OC
  A: 31 | B: 26% | C: -8% | D: 9 | E: 4% | F: -4% | G: 0

COc1ccc(/C=C/C(=O)OCC(=O)NC2CCS(=O)(=O)C2)cc1 (stereo unspecified)
  A: -34 | B: -11% | C: 6% | D: x | E: 11% | F: x | G: x

Cc1cc(C)cc(NC(=O)COC(=O)c2ccc(CN3CCCC3=O)cc2)c1
  A: 0 | B: 45% | C: u | D: x | E: -10% | F: x | G: x

CCNS(=O)(=O)c1ccc(NC(=O)Cn2nc(C(F)(F)F)cc2C)cc1
  A: -34 | B: -13% | C: 0% | D: -4 | E: 2% | F: 6% | G: -1

CC1CCCCN1CC(=O)c1c(N)n(Cc2ccccc2)c(=O)n(C)c1=O (stereo unspecified)
  A: -28 | B: -26% | C: -15% | D: -5 | E: 0% | F: -7% | G: -2

O=C(O)CCC(=O)Nc1ccc2c(c1)Cc1cc(NC(=O)CCC(=O)O)ccc1-2
  A: -4 | B: -3% | C: -7% | D: -2 | E: -2% | F: 14% | G: -4

O=C(Cn1nnc2c(cnn2-c2ccccc2)c1=O)N1CCN(c2ccccc2F)CC1
  A: -21 | B: 7% | C: -9% | D: -9 | E: 10% | F: 1% | G: -1

COc1ccc(/C=N/Nc2snc(SC)c2C#N)cc1OC
  A: 82 | B: -23% | C: -13% | D: 98* | E: -5% | F: x | G: 35*

COc1ccc(N2C(=O)CSC23C(=O)Nc2ccccc23)cc1 (stereo unspecified)
  A: 20 | B: -16% | C: 1% | D: 6 | E: -7% | F: -3% | G: -1

CCCCNC(=O)CC1N=C2c3ccccc3N=C(SCC(=O)Nc3ccc(OC)cc3)N2C1=O (stereo unspecified)
  A: -4 | B: -18% | C: u | D: 26 | E: -5% | F: -2% | G: 11

Cc1ccccc1CSc1n[nH]c(NS(=O)(=O)c2ccccc2)n1
  A: 48 | B: u | C: -6% | D: 10 | E: 1% | F: 2% | G: 3

O=C(NCc1ccccc1)c1ccc2c(=O)[nH]c3c(C(=O)NCC4CCCO4)sc(=S)n3c2c1 (stereo unspecified)
  A: -24 | B: -32% | C: 0% | D: 8 | E: 6% | F: 3% | G: -1

COc1cccc(N(C(=O)c2nc3nccc(C)n3n2)c2nc3ccccc3s2)c1
  A: 55 | B: 43% | C: u | D: 67 | E: -24% | F: 0% | G: 27*

O=C(COC(=O)c1cccc(S(=O)(=O)N2CCCC2)c1)Nc1ccccc1Cl
  A: -1 | B: -18% | C: -16% | D: x | E: -13% | F: x | G: x

CCCCn1c(=O)c(Cc2ccccc2)c(O)c2ccccc21
  A: 20 | B: -3% | C: 0% | D: -12 | E: -1% | F: -15% | G: 0

Cn1ncc([N+](=O)[O-])c1C(=O)NCc1ccccc1
  A: 13 | B: 17% | C: -1% | D: -3 | E: 11% | F: 2% | G: 2

O=C(COc1ccc(Cl)cc1)NNC(=S)NCc1ccccc1
  A: 8 | B: -36% | C: 6% | D: -4 | E: 108%[activator] | F: 11% | G: 0

CCN(CC)CCCNC(=O)c1cc(Nc2ccc(OC)cc2)nc2ccccc12
  A: -25 | B: 56% | C: 3% | D: -9 | E: -29% | F: 7% | G: -9

CCN(C(=O)Cn1c(=O)oc2cc(S(=O)(=O)N3CCCC3)ccc21)c1ccc(OC)cc1
  A: -16 | B: 30% | C: 0% | D: -6 | E: 4% | F: 6% | G: -1

CCOc1ccc(OCC)c(NC(=O)Nc2ccc3c(c2)N(C)C(=O)CS3)c1
  A: 53 | B: 1.1µM* | C: u | D: -1 | E: u | F: -9% | G: -1

CC(=O)Nc1ccc(NC(=O)c2ccc([N+](=O)[O-])cc2Cl)cc1
  A: 11 | B: -3% | C: 0% | D: 29 | E: 7% | F: 4% | G: -1

CCn1c(SCC(=O)c2cc(OC)ccc2OC)nnc1C(C)C
  A: 54 | B: 15% | C: 0% | D: 54 | E: 0% | F: u | G: 12

O=C(CS(=O)(=O)c1ccc(F)cc1)NCc1ccccc1
  A: -14 | B: 0% | C: -5% | D: x | E: 4% | F: x | G: x

Cc1ccc(-c2c(C)n([O-])c3c([n+]2=O)CCC3)cc1
  A: -28 | B: -28% | C: 6% | D: 8 | E: 5% | F: 1% | G: 3

O=C(N/N=C/c1c[nH]c2ccccc12)c1ccc(O)c(O)c1
  A: x | B: -33% | C: 2% | D: 64* | E: -2% | F: -29% | G: 24*

CC(=O)NC(O)C(=O)c1ccco1 (stereo unspecified)
  A: -22 | B: -10% | C: 5% | D: -13 | E: 1% | F: 0% | G: -4

COc1cccc(CN2CCNC(=O)C2CC(=O)NC2CCCC2)c1OC (stereo unspecified)
  A: -1 | B: -3% | C: -13% | D: -7 | E: 0% | F: 0% | G: 5

CCOc1ccccc1OCCCC(=O)ON=C(N)c1ccccc1
  A: -16 | B: -3% | C: -2% | D: x | E: 14% | F: x | G: x

O=[N+]([O-])c1cccc(CN2CCN(c3ncccn3)CC2)c1
  A: -4 | B: -9% | C: -21% | D: -5 | E: -21% | F: u | G: -1

CCN1CCC[C@H]1CNC(=O)c1c(O)c(Cl)cc(Cl)c1OC
  A: 20 | B: -16% | C: -3% | D: -5 | E: -9% | F: u | G: 7

CC(C)CC(=O)N/N=C/c1c(N)n(C)c(=O)n(C)c1=O
  A: 2 | B: -16% | C: 3% | D: -6 | E: 96%[activator] | F: -27% | G: 0

Cc1ccc(N(C(=O)c2ccc(S(=O)(=O)N3CCOCC3)cc2)C2C=CS(=O)(=O)C2)cc1C (stereo unspecified)
  A: -19 | B: 58% | C: 1% | D: 26 | E: -1% | F: 5% | G: -8

CCCCC(=O)NC1(C(F)(F)F)C(=O)N(Cc2ccco2)C(C)=C1C(=O)OC (stereo unspecified)
  A: -14 | B: -6% | C: 2% | D: -6 | E: -2% | F: 3% | G: -3

CC[C@H](C)[C@H](NC(=O)[C@H](CC(=O)O)NC(=O)[C@H](CC(C)C)NC(=O)[C@H](Cc1cnc[nH]1)NC(=O)[C@H](C)NC(=O)[C@H](Cc1ccccc1)NC(=O)[C@H](Cc1ccc(O)cc1)NC(=O)[C@@H](NC(=O)[C@H](C)NC(=O)[C@H](CCC(=O)O)NC(=O)[C@H](CCCCN)NC(=O)[C@H](CC(=O)O)NC(=O)[C@H](CCSC)NC(=O)[C@H](CC(C)C)NC(C)=O)C(C)C)C(=O)N[C@H](C(=O)N[C@@H](Cc1c[nH]c2ccccc12)C(=O)O)[C@@H](C)CC
  A: x | B: x | C: x | D: -7 | E: x | F: 2% | G: -5

COc1ccc(Cc2nc3ccccc3n2C)cc1
  A: -29 | B: -16% | C: -12% | D: -2 | E: 7% | F: -25% | G: 2

COc1ccc(CCNC(=O)c2cnn3c(C(F)F)cc(C)nc23)cc1OC
  A: -21 | B: 118%[activator] | C: u | D: -19 | E: 0% | F: 0% | G: -9

CCOC(=O)C1CCN(C(=O)COC(=O)c2cccc(F)c2)CC1
  A: -27 | B: -3% | C: -3% | D: 72* | E: -9% | F: -1% | G: 22*

Nc1nnc(-c2cccnc2)s1
  A: -8 | B: -26%&-20% | C: 5%&-4% | D: -6&-6 | E: -2% | F: 2%&4% | G: 1&1

Cc1ccc(CNC(=O)C2CCCN(S(=O)(=O)N3CCC(C)CC3)C2)cc1 (stereo unspecified)
  A: -38 | B: 0% | C: -3% | D: -3 | E: -3% | F: x | G: -1

O=C(CNC(=O)c1cccs1)OCC(=O)c1ccccc1
  A: -20 | B: -13% | C: 1% | D: -20 | E: -3% | F: 2% | G: -5

Entries of single compounds, quoted from the list:
Profile of COc1ccc(Cc2nc3ccccc3n2C)cc1 : HCMV inh: -29; AmpC no deterg: -16%; AmpC inh detg: -12%; Shiga inhibitor: -2; AMA1 RON2 block: 7%; Giardia FBPA inh: -25%; CHX counter: 2
Profile of Cc1ccc(N(C(=O)c2ccc(S(=O)(=O)N3CCOCC3)cc2)C2C=CS(=O)(=O)C2)cc1C (stereo unspecified) : HCMV inh: -19; AmpC no deterg: 58%; AmpC inh detg: 1%; Shiga inhibitor: 26; AMA1 RON2 block: -1%; Giardia FBPA inh: 5%; CHX counter: -8

(next part)
Field names – A = HCMV inh; B = AmpC no deterg; C = AmpC inh detg; D = Shiga inhibitor; E = AMA1 RON2 block; F = Giardia FBPA inh; G = CHX counter
C(=N\Nc1nc(Nc2ccccc2)nc(Nc2ccccc2)n1)/c1cccnc1
  A: u | B: -34% | C: 0% | D: 36 | E: 31%[activator] | F: 0% | G: 5

Cc1nn(C)c(C)c1CNC(=O)c1nn2c(c1Cl)NC(c1cccs1)CC2C(F)(F)F (stereo unspecified)
  A: -86* | B: 108%[activator] | C: -4% | D: -9 | E: -11% | F: 3% | G: -1

COc1ccc(C2=NN(c3ccccc3)C(c3cn(CCC(=O)O)nc3-c3ccccc3)C2)cc1 (stereo unspecified)
  A: 0 | B: 133%[activator] | C: -2% | D: 30 | E: 17% | F: 18% | G: 12

CC(NCc1cccs1)C(=O)NC1CCCCC1 (stereo unspecified)
  A: 26 | B: 113%[activator] | C: 2% | D: -29 | E: -3% | F: u | G: -5

CC(C)(C)c1ccc(/C=C/C(=O)NCCCN2CCOCC2)cc1
  A: -32 | B: 62%[activator] | C: -14% | D: 7 | E: 11% | F: 5% | G: -2

O=C(CCc1nnc2ccc(N3CCC4(CC3)OCCO4)nn12)N1CCCCC1
  A: 33 | B: 1% | C: -8% | D: -7 | E: -3% | F: -1% | G: -3

COc1ccc(C(C#N)c2nc3ccccc3nc2Cl)cc1 (stereo unspecified)
  A: -39 | B: -10% | C: -5% | D: -14 | E: 4% | F: 2% | G: -2

CCCS(=O)(=O)C(=C1Nc2ccccc2N1)S(=O)(=O)CCC
  A: -19 | B: -20% | C: u | D: 4 | E: -8% | F: 0% | G: -3

CC(NS(=O)(=O)c1ccc(Cl)cc1)C(=O)NCCC1=CCCCC1 (stereo unspecified)
  A: 13 | B: 1% | C: 6% | D: -13 | E: 4% | F: -6% | G: -3

O=C(Nc1ccc2c(c1)OCCO2)c1cccnc1Oc1ccccc1
  A: -9 | B: -8% | C: -3% | D: 23 | E: -5% | F: 1% | G: -2

CCCCCCC1/C(=N/O)CCC1C(=O)OC (stereo unspecified)
  A: 15 | B: -11% | C: 2% | D: -17 | E: 8% | F: 4% | G: -1

Cn1nc(C(F)(F)F)c(-c2ccccc2)c1NC(=O)CCC(=O)O
  A: -4 | B: -11% | C: 6% | D: 8 | E: 23% | F: 7% | G: 1

COc1cccc(C(=O)N(Cc2cccs2)C2CCS(=O)(=O)C2)c1 (stereo unspecified)
  A: 33 | B: -5% | C: 3% | D: -15 | E: -8% | F: 7% | G: -2
